Bioassay records deposited in PubChem BioAssay by several laboratories.
GalR3 antag – antagonists of human GalR3; inhibition, % at 3 µM; 360,000 compounds, 0.44% hits; HEK293 GalR3-CNG cAMP membrane potential fluorescence; galR3 body fused to GalR1 C-terminus; O60755;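 active means inhibition above the screen-wide average plus 3 SD, cut at about 13% in these data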;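 further: forskolin and galanin both at EC90 stimulate the cells; cAMP rise reported by CNG channel membrane potential dye signal; 0% = forskolin plus galanin with DMSO and 100% = forskolin alone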
Target sequence (O60755 1-299 limits assumed): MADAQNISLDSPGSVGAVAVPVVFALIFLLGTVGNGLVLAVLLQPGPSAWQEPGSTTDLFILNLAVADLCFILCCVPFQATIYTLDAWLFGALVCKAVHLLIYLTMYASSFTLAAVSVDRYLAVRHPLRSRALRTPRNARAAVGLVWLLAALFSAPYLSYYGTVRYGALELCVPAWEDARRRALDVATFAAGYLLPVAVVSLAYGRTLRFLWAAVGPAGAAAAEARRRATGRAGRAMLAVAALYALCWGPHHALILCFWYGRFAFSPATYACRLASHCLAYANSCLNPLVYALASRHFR
VIM-2 inh – inhibitors of Pseudomonas aeruginosa VIM-2 metallo-beta-lactamase. purified VIM-2, nitrocefin hydrolysis, epi-absorbance fluorescence. inhibition, % at 5.6 µM. 290,000 compounds, 0.89% hits. AID 1527;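 active means inhibition above the mean of all tested compounds plus 3 SD, cutoff set per screening run, cut at about 7.5% in these data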;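 further: red hydrolysis product quenches plate fluorescence so inhibitors raise well fluorescence; 0% = enzyme with DMSO and 100% = DMSO without enzyme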
IDE act – IDE (human) activation, cell-based. P14735. AID 493087. HEK cells, FAbeta-B cleavage, fluorescence polarization; 0% vehicle, 100% cell-free pure enzyme wells. 340,000 compounds, 0.073% hits. activation, % at 5.96 µM;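 active means activation above the mean of all tested compounds plus 3 SD, set per screening campaign, cut at about 17% in these data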
IMP-1 inh – inhibitors of Pseudomonas aeruginosa IMP-1 metallo-beta-lactamase | purified IMP-1, nitrocefin hydrolysis, epi-absorbance fluorescence | inhibition, % at 5.6 µM | 290,000 compounds, 0.45% hits | AID 1556;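 active means inhibition above the mean plus 3 SD of all compounds in the same screening run, cut at about 4.5% in these data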;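 further: 0% = IMP-1 with DMSO and 100% = DMSO wells lacking enzyme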
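System: Purified recombinant IMP-1 metallo-beta-lactamase enzyme | Measured by: Fluorescence quenching readout, ex 480/em 530 nm | Replication: Singlicate | Incubation: 15 min preincubation plus 25 min reaction at 25 °C | Evaluation: Percent inhibition from optical density relative to buffer-blank wells | Benchmarks: DMSO with and without IMP-1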
IDE inh – cellular human IDE inhibition | inhibition, % at 5.59 µM | P14735 | HEK cells, FAbetaB cleavage, fluorescence polarization | 320,000 compounds, 0.41% hits;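 active means percent inhibition above the average of all tested compounds plus 3 SD, set per screening campaign, cut at about 16% in these data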;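 further: IDE supplied by intact live HEK cells; FP after avidin binding of uncleaved biotin substrate so inhibition keeps polarization high; 0% = DMSO wells and 100% = 60 µM reference IDE inhibitor Ii1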
p-CIP stab down – lowers stability of the mouse p/CIP coactivator protein. 290,000 compounds, 0.01% hits. decrease of EGFP signal, % at 10 µM. F442A p/CIP-EGFP cells, EGFP fluorescence, 16 h. Q05BA5;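 active means EGFP signal decrease of at least 30% at 10 µM or well 3 SD below plate mean, unless failing retest; inactive means the rest, including hits failing retest or dose response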; further: some compounds called inactive have numbers as strong as hits; many of its hits are not listed in these tables
CRFR2-BP antag – antagonists of CRF-binding protein/CRF-R2 receptor complex | 350,000 compounds, 0.59% hits | HEK293 CRF-R2/CRF-BP, CRF-induced calcium fluorescence | inhibition, % at 11.8 µM | AID 588475;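 active means inhibition of the ligand-induced calcium signal above about 50% at the single tested concentration, limit read from the data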
SUMO HTRF inh – blocks human SUMOylation mediated by UBC9. P63279. HTRF SUMOylation assay, SAE1/SAE2 + UBC9, in vitro. inhibition, % at 35 µM. 290,000 compounds, 0.36% hits. AID 2006; in the data active means inhibition above about 50%, passing the limit was not always enough; further: strong numbers were not always called active
Target sequence (P63279 whole entry, looked up): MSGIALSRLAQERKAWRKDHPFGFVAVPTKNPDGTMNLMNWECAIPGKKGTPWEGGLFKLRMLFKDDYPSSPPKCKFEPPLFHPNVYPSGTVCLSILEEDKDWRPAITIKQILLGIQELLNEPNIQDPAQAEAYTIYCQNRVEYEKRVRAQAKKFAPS
HCV NS3 hel inh – HCV NS3 helicase inhibition | NS3 helicase DNA unwinding, Cy5 molecular beacon fluorescence | AID 1800 | inhibition, % at 10.9 µM | 290,000 compounds, 0.56% hits;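 active means inhibition above the mean of all tested compounds plus 3 SD, set per campaign, cut at about 35% in these data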;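 further: 0% = DMSO wells and 100% = thioflavine S control wells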
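Control set: DMSO versus 110 µM thioflavine S; Material: NS3 helicase fragment of HCV; Measured by: Cy5 fluorescence at 0 and 60 min, beacon hairpin quenching; Read-out basis: percent inhibition from t60/t0 fluorescence ratio; Times: reaction time 60 min, 25 °C; Repeats: single replicate; Compound dosing: single dose, 10.9 µM nominal final, DMSO 0.8% final.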
* = called active by the depositor; nt = not tested or not shown.

SMILES	GalR3 antag	VIM-2 inh	IDE act	IMP-1 inh	IDE inh	p-CIP stab down	CRFR2-BP antag	SUMO HTRF inh	HCV NS3 hel inh
CN(C)c1oc(-c2ccccc2[N+](=O)[O-])nc1C#N	1	-1.6	-4	-1.4	3	4	-9	14	-3
COc1ccc(C(C)NC(=S)NCc2ccc(F)cc2)cc1OC (stereo not drawn)	4	-2.5	3	-0.9	-2	-5	14	-3	5
O=C(O)CSc1cccc[n+]1[O-]	-5	-2.2	3	-1.1	-6	-8	-3	2	-1
Cc1ccc(N(C(=O)c2ccccc2Cl)C2=NC(C)CS2)c(C)c1 (stereo not drawn)	-5	-1.1	-1	-4.7	0	-10	22	8	1
O=c1cc(CNc2cc(Cl)ccc2Cl)nc2sccn12	-7	-1.7	-20	-1.9	17*	-1	-21	2	7
CCCCn1nc(C(=O)Nc2ccccc2N2CCCC2)c2ccccc2c1=O	-3	nt	-2	nt	-6	nt	-31	nt	nt
COc1cccc(C(=O)Nc2cccc(-c3ccccc3)c2)c1	-8	-1.1	3	-2.5	1	9	-3	-12	-11
CNC(=S)SCCOc1ccccc1	-3	-1.2	-1	-3.6	-1	5	1	7	1
CC1CCCCC12NC(=O)N(CC(=O)NCCc1ccc(S(N)(=O)=O)cc1)C2=O (stereo not drawn)	-5	nt	1	nt	-1	nt	-7	nt	nt
Cc1ccc(NC(=O)COC(=O)CNC(=O)C2CCCCC2)cc1S(=O)(=O)N(C)C	-3	nt	2	nt	1	nt	-23	nt	nt
Cc1ccccc1NC(=O)c1cn2c(nc3ccccc32)c(C#N)c1C	-5	-2.8	-6	-2.6	0	-10	-10	21	6
Cc1cccc(OCC(O)Cn2c(N3CCCCC3)nc3c2c(=O)n(C)c(=O)n3C)c1 (stereo not drawn)	-8	-1.1	1	-1.7	-5	-9	7	5	-3
Cc1cc(C)c(S(=O)(=O)N2CCN(C(=O)c3ccc(-n4cncn4)c([N+](=O)[O-])c3)CC2)c(C)c1	-2	nt	4	nt	-3	nt	1	nt	nt
Cn1c(CNC(=O)c2ccccc2F)nnc1SCC(=O)Nc1nnc(C2CC2)s1	-8	-4.3	4	-3.0	1	6	0	11	1
O=C1CC(N2CCN(c3ccccc3)CC2)C(=O)N1CCc1ccccc1 (stereo not drawn)	-9	-4.6	5	-3.8	0	-12	4	6	-1

Molecules from the list above containing an aryl methoxy group, in the order listed:
SMILES	GalR3 antag	VIM-2 inh	IDE act	IMP-1 inh	IDE inh	p-CIP stab down	CRFR2-BP antag	SUMO HTRF inh	HCV NS3 hel inh
COc1ccc(C(C)NC(=S)NCc2ccc(F)cc2)cc1OC (stereo not drawn)	4	-2.5	3	-0.9	-2	-5	14	-3	5
COc1cccc(C(=O)Nc2cccc(-c3ccccc3)c2)c1	-8	-1.1	3	-2.5	1	9	-3	-12	-11

(continued)
SMILES	GalR3 antag	VIM-2 inh	IDE act	IMP-1 inh	IDE inh	p-CIP stab down	CRFR2-BP antag	SUMO HTRF inh	HCV NS3 hel inh
COc1ccc(CNn2c(-c3ccccc3F)nc3ccccc3c2=O)cc1OC	-5	-4.4	4	-3.0	1	10	35	-16	0
CCN=C1S/C(=C\c2ccc(O)c(OCC)c2)C(=O)N1CC	-4	3.5	-9	-0.5	5	-2	9	-10	-7
CCCCC(CC)CNC(=O)c1cccs1 (stereo not drawn)	-4	-3.6	0	-5.1	-6	6	4	-12	6
CC(C)C(=O)N(Cc1ccc2c(c1)OCO2)Cc1ccccn1	-4	-0.7	1	-1.7	5	-14	32	7	-5
O=C(NCCc1ccccc1)C1(c2ccccc2)CC1(Cl)Cl (stereo not drawn)	0	-0.6	0	1.6	2	-10	8	13	2
CCOC(=O)c1c(C)[nH]c(C(=O)Cn2nnc(-c3ccccc3)n2)c1C	-6	-2.9	0	0.0	6	7	14	18	15
CC(=O)c1ccc(OC(=O)COc2ccccc2Cl)cc1	-4	2.4	0	1.9	0	1	7	-18	6
O=C(COC(=O)c1cc(Cl)nc(Cl)c1)Nc1ccc(Cl)c(S(=O)(=O)N2CCOCC2)c1	-3	nt	2	nt	0	nt	-8	nt	nt
COC(=O)c1cc(=O)n(Cc2ccc3c(c2)OCO3)c(=Nc2ccc(F)c(Cl)c2)s1	nt	1.3	4	-2.1	6	-4	8	0	-4
Cc1ccc(NC(=O)CN2C(=O)C(=O)N(C3CCCC3)C2=O)cc1Cl	-4	nt	-4	nt	1	nt	6	nt	nt
O=C(NCc1ccco1)C1CCCN1S(=O)(=O)c1ccc2ccccc2c1 (stereo not drawn)	1	-2.5	1	-3.3	-4	-3	-13	12	0
COc1ccccc1NS(=O)(=O)c1c(C(=O)N2CCCC2)c(C)n(C)c1C	-1	1.5	2	-0.5	-1	3	5	1	8
O=C(NCCCN1CCOCC1)C(=O)N/N=C/c1ccccc1O	-1	-5.1	13	-3.8	-3	-13	2	17	1
Cn1nnnc1SCC(=O)NCc1ccccc1	4	-2.2	4	-3.6	4	-14	19	-2	0
CC1CCN(C(=O)/C(=C\c2ccccc2)NC(=O)c2ccccc2)CC1	-10	-1.4	4	0.0	0	5	8	0	-8
COc1ccc(C(=S)N2CCOCC2)cc1OC(=O)c1ccccc1	-8	-0.2	0	-1.3	0	-24	-9	9	-9
O=S(=O)(c1ccc(F)cc1)N1CCN(Cc2ccccn2)CC1	-4	-3.6	5	-2.3	-1	-8	-10	7	0
Cn1c(NC(=O)c2cccs2)c(-c2cccs2)c(=O)c2ccccc21	-3	1.1	-4	2.8	-2	-5	11	4	14
O=C(CCS(=O)(=O)c1ccccc1Cl)NC1CCCCCC1	-7	nt	-2	nt	7	nt	-12	nt	nt
O=C(NCc1ccccc1)c1cccnc1	-7	-0.7	2	-1.1	-2	-81	-9	11	2
N#CCCCCN1CCCC1	-12	-1.0	1	-1.8	nt	-8	-2	21	-1
CCOC(=O)CP(=O)(c1ccccc1)c1ccccc1	-2	-3.8	8	0.6	2	-11	8	15	1
C/C(=N/NC(=O)CNC(=O)CCc1ccccc1)c1ccc(Cl)cc1	0	-2.8	5	-2.2	10	-2	-12	14	-2
COc1cccc(NS(=O)(=O)c2cn(C)c(=O)n(C)c2=O)c1	nt	-2.1	2	-3.5	-7	0	4	-7	0
CCN1C(=O)c2ccccc2Sc2ccc(C(=O)NCCCN3CCCCC3)cc21	-10	-1.2	4	-3.5	4	4	-2	3	-9
CCOC(=O)c1sc(C)c(C(=O)NCC(C)(C)CN(C)C)c1N	-2	0.7	-2	-1.4	-1	-12	-2	17	3
O=C(COc1ccccc1Cl)Nc1nnc(S(=O)(=O)N2CCCC2)s1	1	-3.2	7	-4.0	9	-11	-2	6	14
COc1ccc(C(=O)Nc2nc(CC(=O)NCCc3cccc(OC)c3)cs2)cc1	0	nt	4	nt	5	nt	4	nt	nt
Cc1ccc(S(=O)(=O)N2CCN(Cc3cc(C(C)(C)C)ccc3O)CC2)cc1	-5	-1.0	0	-3.5	2	-8	-2	-2	-6
Fc1ccc(NC(=S)N2CCc3ccccc32)cc1	-12	0.7	-1	0.6	nt	2	8	-1	11
CCCCCCn1ccc(=N)cc1	2	3.0	1	0.5	5	-39	-4	9	-1
CCCNC(=O)c1ccc2c(=O)c(O)c(-c3ccc(F)cc3)[nH]c2c1	nt	nt	4	nt	-8	6	0	43	nt
O=C(Nc1ccc(N2CCCC2)cc1)c1ccccc1[N+](=O)[O-]	-9	-3.2	5	-3.2	7	-17	11	-19	-10
O=C(O)CC(C(=O)OCC1CCCO1)N1CCOCC1 (stereo not drawn)	-4	-4.2	3	-2.3	5	-1	3	20	-3
Cc1ccc(OCCCn2c(CO)nc3ccccc32)cc1	-2	-3.4	0	-1.4	5	-13	-11	12	0
COc1cc(C(CCN2CCN(c3ccccc3)CC2)c2c(OC)cc(OC)c3c(C)cc(=O)oc23)cc(OC)c1OC (stereo not drawn)	-4	nt	1	nt	4	-5	4	-28	nt
Cc1nc(NC(C)c2ccccc2)c2c3c(sc2n1)CCC3 (stereo not drawn)	nt	0.3	0	-3.3	5	-5	13	-3	-2
O=C(/C=C/c1ccc(Cl)c(Cl)c1)N1CCOCC1	-11	-1.3	1	-3.9	2	-1	7	11	9
CCOc1ccc(S(=O)(=O)N2CCN(C(=O)c3ccco3)CC2)cc1	-7	-1.6	4	-4.7	5	7	3	-3	1
O=P(O)(O)c1ccccc1OCCOCCOCCOCCOc1ccccc1P(=O)(O)O	-6	31*	4	-4.1	-4	-10	-7	24	3
COc1ccc(/C=N/NC(=O)c2c(-c3ccccc3)noc2C)cc1[N+](=O)[O-]	-1	-0.5	3	-3.7	0	-15	-4	2	-8
O=C(O)c1c2c(nc3ccc(S(=O)(=O)N4CCC(C(=O)NC5CCCCCC5)CC4)cc13)CCCC2	4	-2.1	6	-1.5	-2	-9	3	28	16
CC(=O)Nc1cc(NC(C)=O)cc(C(=O)OCC(=O)Nc2ccc(S(=O)(=O)NC3=NCCCCC3)cc2)c1	-1	-1.7	1	-0.7	5	5	6	-4	1
Fc1cc(Br)ccc1NC(=S)NCCc1ccccc1	-10	-1.3	-6	-0.9	2	-17	4	12	11
FC(F)(F)c1cc(Nc2ccccc2)nc(-c2ccccn2)n1	-9	-1.7	2	-3.5	5	-14	5	13	29
O=C(NCC1CCCO1)c1cc2c(=O)[nH]c3ccccc3c2s1 (stereo not drawn)	-5	2.1	0	-0.6	6	-7	-26	19	0
O=S(=O)(Cc1ccc(Cl)cc1)NCc1cccnc1	-5	4.0	nt	-2.5	7	-5	6	5	7
COc1ccccc1C(=O)O[C@H]1[C@H](Cc2ccccc2)NS(=O)(=O)[C@H]2C[C@@H]3C=C[C@]12O3	-7	nt	-2	nt	3	nt	2	nt	nt
O=C(c1ccc(S(=O)(=O)N2CCC(c3nc4ccccc4s3)CC2)cc1)N1CCCCC1	1	-3.5	4	-3.8	nt	nt	25	nt	6
O=C1CC(C2CCCO2)C(=O)N1c1ccc(Cl)c(Cl)c1 (stereo not drawn)	-5	-0.6	4	-0.9	3	-15	14	14	2
O=C(CSc1nnc(CNC(=O)c2ccco2)o1)Nc1ccc(Cl)cc1	-6	-3.8	-3	-2.5	1	10	-14	-7	6
CCOc1ccccc1NC(=S)NCC1CCCO1 (stereo not drawn)	0	-3.5	0	-3.3	1	-2	6	-1	2
Cc1cc(C(=O)N2CCN(c3ccccc3Cl)CC2)c(C)o1	-4	nt	-5	nt	4	nt	2	nt	nt
COc1cc(C2NC(=O)NC(C)=C2[N+](=O)[O-])cc(OC)c1OC (stereo not drawn)	-7	-0.9	4	-3.6	-3	0	8	16	1
Cc1cc(C)c2nc(NNC(=O)c3cc(-c4cccs4)nc4ccccc34)sc2c1	2	-3.8	2	-4.3	-1	-5	6	4	1
COC(=O)c1cc2c(ccn2-c2ccc(F)cc2)n1Cc1ccc(C#N)cc1	0	-2.8	-1	0.7	5	7	-25	-22	3
COc1ccc(S(=O)(=O)N2CN3CCN(C3)C2)cc1	-6	-1.9	-3	-3.6	0	-6	13	6	5
